# a7 integrin act – activators of alpha7 integrin expression for muscular dystrophy. 0.064% of 350,000 active. Potency, µM (series often up to 38.3 µM), inactives show top-dose activation, hits mostly activators. alpha7betagal myoblasts, beta-gal FDG fluorescence, 48 h;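 note: potency is the fitted concentration of half-maximal effect; 100% = response of the positive control SU9516; nearly all actives have a fitted effect of over 60% in size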
#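 Alpha7betagal+/- myoblasts (passage 13) were plated 16-24 hr, then exposed to compounds (1:260 dilution of DMSO stock) for 48 hours at 37C. After MPER lysis, β-galactosidase reporter activity was read as FDG fluorescence (ex 480/em 540) after 30 minutes.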
# p53 reactivator – re-activators of mutant p53. H1299 p53-A138V BP100-luciferase reporter, luminescence, 24 h. Potency, µM (doses to about 92.2 µM), for the others: at the top dose activity change, positive = activation, usual class: activators. 0.063% of 320,000 active; note: potency is the fitted concentration of half-maximal effect; % of control where 0% means no effect; nearly all actives have a fitted effect of over 45% in size
#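 p53-null H1299 cells stably carrying temperature-sensitive p53-A138V and a BP100-luciferase reporter were pinned with compounds (4-point, 1:5 series) and held 24 hrs at 37 deg C. Luminescence was read 10 min after detection reagent.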
# Eya2 inh – blocks the phosphatase activity of human Eya2; 0.006% of 330,000 active; AID 488837; Potency, µM (titrated, usually from 76.9 µM), inactives show top-dose activity, negative = inhibition, hits mostly inhibitors; recombinant Eya2, OMFP fluorescence dephosphorylation (OMFP is methylfluorescein phosphate); note: potency is the fitted concentration of half-maximal effect; % is set by controls: 0 for no effect and ±100 for the full control effect
# Target sequence (O00167 whole entry, looked up): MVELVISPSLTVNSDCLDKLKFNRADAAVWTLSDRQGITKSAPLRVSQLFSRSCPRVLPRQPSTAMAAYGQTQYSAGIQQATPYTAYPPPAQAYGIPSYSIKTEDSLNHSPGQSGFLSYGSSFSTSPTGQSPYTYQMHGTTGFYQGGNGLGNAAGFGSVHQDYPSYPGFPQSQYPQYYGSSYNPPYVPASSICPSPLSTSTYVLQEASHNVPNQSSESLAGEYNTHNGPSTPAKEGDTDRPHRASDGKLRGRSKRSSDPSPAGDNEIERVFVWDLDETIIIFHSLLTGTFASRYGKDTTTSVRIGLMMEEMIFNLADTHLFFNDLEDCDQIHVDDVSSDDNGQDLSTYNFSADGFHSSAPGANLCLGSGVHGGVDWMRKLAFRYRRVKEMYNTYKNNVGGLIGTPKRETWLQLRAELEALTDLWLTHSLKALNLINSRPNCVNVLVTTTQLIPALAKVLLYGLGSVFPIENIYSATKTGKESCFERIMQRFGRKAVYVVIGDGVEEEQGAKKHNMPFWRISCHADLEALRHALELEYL
#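 Eya2 (0.2 uM) preincubated 10 min at ambient with compound, then OMFP substrate added at 50 uM; 10 min reaction in 50 mM HEPES pH 7.5, 50 mM NaCl, 5 uM MgCl2, 0.05% BSA, 1 mM DTT. Fluorescence read at Ex 485/Em 525 nm.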
# BRCA1 expr act – activators of BRCA1 expression. AID 624202. Potency, µM (highest dose often 46.1 µM), inactives show at the highest dose activation, hits mostly activators. MCF7-BRCA1-FFLuc reporter, luminescence, 48 h; response scale: scaled: vehicle 0%, 10 µM genistein 100%. 1.1% of 380,000 active; note: potency is the fitted concentration of half-maximal effect; nearly all actives have a fitted effect of over 80% in size; some results filed as inactive show a strong effect at the top dose
#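 48 h compound treatment of MCF7-BRCA1-FFLuc cells (phenol-red free MEM, 37 °C), then 15 min with luciferase substrate and luminescence imaging.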
# ASM inhibitor – inhibitors of human secretory acid sphingomyelinase. placental ASM, HMU-PC fluorogenic substrate, 60 min. 0.006% of 340,000 active. Potency, µM (highest dose often 57.5 µM), inactives show at the highest dose activity change, negative = inhibition, hits mostly inhibitors. P17405. AID 504937; note: potency is the fitted concentration of half-maximal effect
#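 qHTS format. ASM enzyme prepared from human placenta hydrolyses the fluorogenic substrate HMU-PC0 (9 uM final) over 60 min at 37 °C after a 10 min compound preincubation.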
# PTAP TSG101 blk – blocks PTAP/TSG101 interaction to inhibit HIV-1 budding. Q99816. Fluorescence polarization, FITC-PTAP peptide / Tsg101 binding. Potency, µM (top dose mostly 115 µM), for inactives: top-dose activity change, negative = inhibition, usual class: inhibitors. 340,000 tested, under 10 active. AID 493005; active = well fitted inhibition curve with a large enough effect in the main read-out, with a control signal flat, not every such curve was filed as active; inconclusive = small, poorly fitted or top-dose-only effect, or effect the other way, or a change in a side signal; inactive = no such curve, though single readings can be large or run the other way; note: potency is the fitted concentration of half-maximal effect; % of control where 0% means no effect
# Target sequence (Q99816 whole entry, looked up): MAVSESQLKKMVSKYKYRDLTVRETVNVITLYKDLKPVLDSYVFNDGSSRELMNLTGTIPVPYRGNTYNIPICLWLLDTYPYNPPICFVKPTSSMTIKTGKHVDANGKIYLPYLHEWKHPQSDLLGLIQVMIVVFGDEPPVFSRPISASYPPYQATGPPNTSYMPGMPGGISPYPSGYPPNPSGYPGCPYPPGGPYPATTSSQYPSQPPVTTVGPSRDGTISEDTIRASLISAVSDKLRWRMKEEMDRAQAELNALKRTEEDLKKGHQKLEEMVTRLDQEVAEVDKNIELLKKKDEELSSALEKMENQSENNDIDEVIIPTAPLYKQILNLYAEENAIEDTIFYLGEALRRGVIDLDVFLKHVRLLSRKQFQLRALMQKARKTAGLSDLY
#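 Steps: Tsg101 binding domain dispensed (10 uM final), compounds pinned in DMSO, FITC-labeled PTAP-motif peptide added (50 nM final); after 20 min binding at room temperature, polarization measured.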
# TRPV1 agonist – human TRPV1 agonism; Q8NER1; TRPV1-expressing cells, Fluo-8 calcium influx, agonist mode; activation, % at 8.33 µM; 0.19% of 320,000 active; in the data active = activation above about 80%; inconclusive = between about 30% and that limit; note: 0% is about no effect
#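 Fluo-8 calcium influx in TRPV1-expressing cells, kinetic read (ex 480/em 520 nm). Compound added and read 3 min for agonist activity, followed by capsaicin at EC20 final and 2 min further read for enhancement.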
# uPA surface inh – cell surface uPA generation inhibition | cell surface uPA generation assay, qHTS | Potency, µM (doses to about 38.3 µM), for the others: at the top dose activity change, negative = inhibition, most hits filed as inhibitors | 0.31% of 330,000 active | AID 540303; active = well fitted inhibition curve with a large enough effect; inconclusive = small, poorly fitted or top-dose-only effect; inactive = no such curve, though single readings can be large or run the other way; tested in mouse RAW 264.7 cells; note: potency is the fitted concentration of half-maximal effect; % is set by controls: 0 for no effect and ±100 for the full control effect; nearly all actives have a fitted effect of over 55% in size
# ELG1 genotoxic – genotoxicity induction in ELG1-luciferase HEK293T cells | HEK293T ELG1-luciferase reporter, luminescence, 16 h | 1.3% of 330,000 active | Potency, µM (series often up to 46 µM), inactives show at the top dose activity change, positive = activation, actives largely listed as activators | AID 504466; note: potency is the fitted concentration of half-maximal effect; % of control where 0% means no effect; nearly all actives have a fitted effect of over 60% in size
#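 HEK293T cells expressing luciferase-tagged ELG1 were exposed to compound or DMSO vehicle for 16 hr at 37 °C and 5% CO2. Luciferase activity was then measured with ONE-Glo after 30 min at room temperature.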
# B2AR arrestin – agonists driving beta-arrestin recruitment to human beta2-adrenergic receptor; 0.02% of 330,000 active; P07550; beta-arrestin recruitment to beta2AR, cell-based reporter; Potency, µM (series often up to 46.1 µM), for inactives: at the top dose activation, hits mostly activators;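 note: potency is the fitted concentration of half-maximal effect; 0% = DMSO controls and full agonism = EC100 isoproterenol or metaproterenol; nearly all actives have a fitted effect of over 65% in size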
# USP2a inh – blocks human ubiquitin-specific protease USP2a; O75604; USP2 core, Ub-CHOP2 coupled fluorogenic reporter, 485/531; Potency, µM (doses to about 38.3 µM), without a hit: top-dose activity change, negative = inhibition, hits mostly inhibitors; 0.01% of 330,000 active;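 note: potency is the fitted concentration of half-maximal effect; plate controls were DMSO wells for no effect and full inhibition by NEM control for full effect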
#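 USP2 core (10nM final) preincubated 30min RT with compound in 20mM Tris-HCl pH 8.0, 2mM CaCl2, 2mM beta-mercaptoethanol, 0.05% CHAPS; 25nM Ub-CHOP2 plus 25nM reporter substrate added, fluorescence (Ex485/Em531) read after 60min.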
# Starred values were filed as active, the others as inactive; i = inactive; ? = inconclusive; / = no result given; [ ] = another dose, or the depositor's remark. Unless noted, calls come from the whole dose curve; as a rule, active = well fitted curve in the direction sought with a large enough effect; inconclusive = small, poorly fitted or top-dose-only effect, or another doubt; inactive = no such curve, though single readings can be large; an effect the other way counts as inactive or inconclusive. Compounds as they come; 2.6% or so of the library scored in one or more.
# Screens in order – a7 integrin act, p53 reactivator, Eya2 inh, BRCA1 expr act, ASM inhibitor, PTAP TSG101 blk, TRPV1 agonist, uPA surface inh, ELG1 genotoxic, B2AR arrestin, USP2a inh
- CCN(CC)Cc1c(O)c(Cl)cc2c3c(c(=O)oc12)CCCC3
→ -1.4%, 5.9%, ?, 11.3%, i, -6.2%, -5.6, 4.8%, -2.4%, -1.1%, 2.0%
- Cn1cccc1/C=N/NC(=O)Cc1ccccc1
→ 17.2%, -0.4%, 0.2%, 30.2%, -0.1%, 0.4%, 12.5, 1.6%, 0.3%, -0.5%, -0.1%
- NC(=O)C1(N2CCCCC2)CCN(C2CC(=O)N(Cc3cccs3)C2=O)CC1 (stereo not drawn)
→ 12.7%, 4.3%, -8.6%, -26.2%, -0.3%, -17.0%, 0.8, 1.5%, -0.6%, 0.3%, 2.6%
- S=c1[nH]nc(-c2ccccc2)c2ccccc12
→ 7.4%, -4.6%, 1.1%, -27.7%, -2.8%, -3.9%, 2.5, -4.9%, -1.7%, -0.1%, 5.4%
- CCOC(=O)C(CC)n1cnc2c(nnn2-c2ccc(OC)cc2)c1=O (stereo not drawn)
→ 3.0%, -7.1%, -5.1%, 1.2%, -1.3%, -5.5%, 9.8, /, 0.1%, 0.0%, 2.6%
- Cc1ccc(OCc2cc(C(=O)N3CCCCCCC3)no2)cc1C
→ -11.4%, 24.6%, -11.4%, ?, -1.2%, -1.7%, 24.0, -5.5%, 22.4%, -0.6%, 1.5%
- CC1CC(C)CN(C(=O)C(C)N2CCN(S(=O)(=O)c3ccc(Br)s3)CC2)C1 (stereo not drawn)
→ -2.3%, -4.4%, -5.3%, -43.5%, 2.1%, -8.1%, /, 0.0%, -5.7%, -1.0%, 0.0%
- O=C(CCc1ccccc1)Nc1sc2c(c1C(=O)O)CCCC2
→ -67.4%[inhibitor], /, /, 2.6%, -0.3%, 2.0%, /, ?, /, /, /
- O=C(Nc1ccc(F)c(Cl)c1)C1CCCCC1
→ -31.7%, 1.7%, -8.9%, -27.3%, -1.2%, -0.3%, -0.2, -2.4%, -0.8%, 0.1%, 0.3%
- CC(C)NC(=O)Cn1c(SCC(=O)NC2CCCC2)nc2ccccc21
→ 2.2%, 4.0%, 4.0%, -10.5%, -0.5%, 1.2%, 2.2, -8.4%, -1.8%, -0.2%, -0.6%
- CC(=O)c1cccc(NC(=O)COc2cc3oc(=O)c(CC(C)O)c(C)c3cc2Cl)c1 (stereo not drawn)
→ 7.9%, -9.2%, -3.1%, -1.4%, -18.4%, -0.2%, 0.2, 1.2%, -4.5%, -0.5%, 0.3%
- Cc1c(C(=O)N(C)C)c2ccc(Cl)cc2n1O
→ 19.1%, 1.3%, -2.8%, 5.9%, 2.1%, -2.8%, -6.0, -13.1%, 2.0%, 1.9%, 1.7%
- O=C(Cc1ccc(Cl)cc1)N/N=C1\CCCc2ccccc21
→ -2.4%, -2.2%, 6.3%, -32.6%, -1.8%, -3.5%, 2.4, 3.1%, -4.4%, 0.0%, -2.2%
- O=C(NCc1ccc(F)cc1)C1CCCN(S(=O)(=O)c2cccnc2)C1 (stereo not drawn)
→ -16.7%, 0.8%, -2.8%, 2.7%, -2.0%, -2.1%, -2.0, 3.7%, 1.7%, -0.2%, 2.4%
- COc1cc(OC)cc(C(=O)N2CCN(C3CCN(Cc4ccccc4)CC3)CC2)c1
→ -20.6%, -1.9%, 22.2%, 2.2%, 0.9%, -11.4%, 4.2, 3.4%, -3.0%, -0.5%, 0.5%
- CCOC(=O)C1=C(COC(=O)Cc2ccccc2)NC(=O)NC1C (stereo not drawn)
→ -4.5%, -4.1%, 7.3%, 7.1%, 1.1%, -3.8%, 2.7, -3.2%, 9.8%, -0.5%, -0.4%
- Cn1ncc(Br)c1NC(=O)Nc1ccc(Cl)cc1
→ -12.9%, -6.0%, -0.6%, 2.4%, 0.3%, -3.7%, -1.7, -13.2%, -0.7%, -0.4%, -2.1%
- Cc1ccccc1N=C1c2cc([N+](=O)[O-])ccc2-c2ncccc21
→ -18.9%, -0.8%, 1.2%, -26.2%, -17.8%, 0.8%, 25.7, -7.6%, -1.6%, -0.5%, 3.8%
- CCc1nc(SCC(=O)NCc2ccco2)c2c3c(sc2n1)CCCC3
→ -4.9%, 4.0%, -2.2%, -24.3%, -2.3%, -0.1%, 2.3, -3.7%, ?, 0.4%, -0.6%
- Cc1cc(OC(C)C(=O)N/N=C/CC(C)c2ccccc2)ccc1Cl (stereo not drawn)
→ -22.5%, -1.2%, -34.4%, -3.9%, -2.9%, -3.0%, 26.0, 7.5%, 2.0%, 0.2%, -1.8%
- C/C(=N\NC(=S)Nc1c(C)cccc1C)c1cc2ccccc2o1
→ -9.9%, ?, 1.0%, -42.2%, 1.7%, 0.3%, 5.4, 14.3%, -3.0%, 1.7%, 5.8%
- CNC(=O)[C@@]1(Cc2ccccc2)C=C[C@@H](C)N1C(C)=O
→ -4.9%, /, /, -7.1%, 0.5%, -0.6%, /, -4.1%, /, /, /
- O=S(=O)(NC1CCCCC1Sc1ncccn1)c1ccccc1 (stereo not drawn)
→ -0.5%, -0.8%, -2.5%, -20.1%, 1.8%, -1.7%, 2.0, 6.7%, -0.4%, 2.3%, 1.6%
- O=C(NNc1c2ccccc2nc2ccccc12)c1ccc(Cl)cc1
→ ?, -3.7%, 0.8%, -17.7%, 11.2%, -3.1%, 3.5, 4.6%, 0.8%, -1.0%, -1.1%
- O=C(c1cnc(-c2ccccc2)s1)c1ccc(Cl)cc1Cl
→ -5.0%, -0.8%, 9.1%, 0.0%, 9.1%, -2.4%, 2.9, /, -1.0%, -0.3%, -2.7%
- COC(=O)C1=C(C)NC2=C(C(=O)CC(C)(C)C2)C1c1cn(Cc2ccc(Br)cc2)nc1-c1ccccc1 (stereo not drawn)
→ 13.5%, -5.2%, 1.1%, -52.2%, 370.7%[activator], -3.6%, 0.8, 3.3%, 3.0%, -0.2%, 0.2%
- CC(=O)c1cn(CC(=O)NCc2ccco2)c2ccccc12
→ 3.5%, 8.7%, -17.0%, 50.0%, 4.9%, -0.9%, 0.4, -3.5%, 0.2%, -0.7%, -0.7%
- CC1C(=O)NN=C1c1ccc([N+](=O)[O-])cc1 (stereo not drawn)
→ 5.7%, /, /, 3.7%, 5.8%, -2.9%, /, -2.3%, /, /, /
- COc1ccc(C(=O)NC(=S)N2CCN(C)CC2)cc1Br
→ 1.5%, -0.9%, 9.4%, -6.1%, 4.9%, -3.3%, -0.2, 8.8%, 0.2%, 0.9%, 1.5%
- CC(C)(C)c1ccc(Oc2ccc(N)cn2)cc1
→ -3.6%, -8.1%, -10.8%, -71.4%, 12.6%, -0.3%, 14.3, -27.0%, -4.6%, -0.5%, -1.9%
- Cc1cc(C)nc(N/N=C/c2ccco2)n1
→ 7.7%, 10.3%, 17.4%, 19.7%, 3.9%, -4.2%, 0.6, 6.8%, 10.1%, 0.1%, -1.0%
- O=C(NNc1nc(N2CCOCC2)nc(N2CCOCC2)n1)Nc1ccc(Cl)cc1
→ /, 1.9%, 9.7%, /, /, /, 0.6, /, ?, 0.1%, 1.2%
- CCOC(=O)c1ccccc1NC(=O)c1cc2sccc2n1C
→ 0.0%, 15.6%, -0.7%, -23.1%, -10.1%, -2.1%, -4.1, /, -1.9%, -0.2%, 0.2%
- C[C@@H](C(=O)Nc1ccc2ccccc2c1)[C@H]1C[C@]1(C)[C@H](NP(=O)(c1ccccc1)c1ccccc1)c1ccccc1
→ /, 0.4%, -2.3%, /, /, /, 15.9, /, -12.5%, 0.1%, 0.8%
- CCc1ccc(OCCOC(=O)Nc2ccccc2)cc1
→ -15.1%, /, 6.7%, -13.5%, -0.9%, 1.4%, ?, -23.2%, -6.7%, -0.1%, -1.9%
- Cc1ccnc(Sc2ncccc2[N+](=O)[O-])n1
→ -31.1%, 15.3%, -15.4%, -16.7%, -0.6%, -4.7%, -5.2, 0.7%, -0.3%, 0.1%, 1.8%
- Cc1cc(C)n2nc(SCC(=O)N(C)Cc3ccccc3)nc2n1
→ 2.8%, -8.5%, 5.0%, 21.8%, 6.7%, -6.1%, 13.4, -6.7%, -1.2%, -0.2%, 2.1%
- CCN(CC)S(=O)(=O)c1ccc2c(c1)nc(-c1ccccn1)n2C
→ -5.5%, 22.6%, -7.6%, 96.3%, 4.8%, -0.2%, -0.2, -4.3%, 26.0%, -0.8%, 0.8%
- O=C(O)c1ccc(O)cc1O
→ /, -3.4%, 15.6%, -4.6%, 1.7%, 1.6%, 4.3, -13.9%, 2.5%, 0.0%, -0.4%

# Bioassay records as filed in PubChem.
